# LEDGF integ inh: blockers of LEDGF/p75-dependent integrase strand transfer – biochemical, TR-FRET, high throughput, primary screen | AID 743269, 2014 | TR-FRET IN-LEDGF/p75 DNA integration, Eu/Cy5 | inhibition, % at 3.7 µM | 0.64% of 370,000 active | HIV-1 integrase (with human LEDGF/p75);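 active = inhibition above the screen-wide mean plus 3 SD, cut at about 13% in these data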;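 also: signal is the Cy5 over europium emission ratio at 671 and 618 nm; 0% = plate median of compound wells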
# TCR CD3 inh: inhibitors of human TCR-CD3 interaction, primary screen, biochemical, fluorescence, TAMRA-labeled TCR probe; inhibition, % at 9.4 µM; 0.37% of 360,000 active; T-cell receptor (TCR); in the data active = inhibition above about 19%;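 also: recombinant mutant TCR 2C K166C tagged with TAMRA read by polarization; 0% = receptor in buffer alone and 100% = receptor with positive control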
# PRMT1 FP inh: PRMT1 methyltransferase inhibitors, primary screen, biochemical, fluorescence polarization. Protein arginine N-methyltransferase 1 (Homo sapiens), Q99873. recombinant PRMT1, activity-based probe fluorescence polarization. inhibition, % at 2.79 µM. 1.3% of 370,000 active. AID 652257, 2013;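 active = inhibition above about 21% made by adding two undisclosed values, limit read from the data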
# Target sequence (Q99873 whole entry, looked up): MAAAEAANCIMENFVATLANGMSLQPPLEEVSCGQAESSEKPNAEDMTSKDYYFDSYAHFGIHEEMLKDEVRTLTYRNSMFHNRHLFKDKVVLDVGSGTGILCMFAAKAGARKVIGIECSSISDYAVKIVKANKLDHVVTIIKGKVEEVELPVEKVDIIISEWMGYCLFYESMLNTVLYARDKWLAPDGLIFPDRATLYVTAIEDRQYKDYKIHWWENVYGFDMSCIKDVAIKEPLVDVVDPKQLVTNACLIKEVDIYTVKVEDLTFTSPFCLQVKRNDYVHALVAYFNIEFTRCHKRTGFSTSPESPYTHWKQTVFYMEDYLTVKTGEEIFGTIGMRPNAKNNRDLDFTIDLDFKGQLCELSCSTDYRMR
# HTRA1 inh: HTRA1 serine protease inhibitors, primary screen, biochemical, fluorescence polarization, HTS; recombinant HTRA1, FP-rhodamine activity-based probe; inhibition, % at 5.96 µM; 0.5% of 340,000 active; AID 504803, 2011; in the data active = inhibition above about 36%;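 also: 0% = enzyme with DMSO and 100% = wells lacking enzyme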
# MBD2 DNA inh: inhibitors of MBD2 binding to methylated DNA, primary screen, biochemical, TR-FRET, DNA-binding domain, human | inhibition, % at 4.4 µM | AID 686964, 2013 | MBD2 binding to methylated oligonucleotide | 0.31% of 370,000 active | Methyl-CpG-binding domain protein 2 (Homo sapiens), Q9UBB5; in the data active = inhibition above about 13%
# ABHD4 inh: ABHD4 inhibitors, primary screen, biochemical, fluorescence polarization, mouse; (Lyso)-N-acylphosphatidylethanolamine lipase (Mus musculus), Q8VD66; inhibition, % at 8.92 µM; purified mABHD4, FP-Rh probe fluorescence polarization; 0.54% of 370,000 active;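 active = inhibition exceeding the mean over every tested compound plus 3 SD, cut at about 30% in these data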;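 also: 0% = plate median of compound wells and 100% = S159A mutant with DMSO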
# Target sequence (Q8VD66 whole entry, looked up): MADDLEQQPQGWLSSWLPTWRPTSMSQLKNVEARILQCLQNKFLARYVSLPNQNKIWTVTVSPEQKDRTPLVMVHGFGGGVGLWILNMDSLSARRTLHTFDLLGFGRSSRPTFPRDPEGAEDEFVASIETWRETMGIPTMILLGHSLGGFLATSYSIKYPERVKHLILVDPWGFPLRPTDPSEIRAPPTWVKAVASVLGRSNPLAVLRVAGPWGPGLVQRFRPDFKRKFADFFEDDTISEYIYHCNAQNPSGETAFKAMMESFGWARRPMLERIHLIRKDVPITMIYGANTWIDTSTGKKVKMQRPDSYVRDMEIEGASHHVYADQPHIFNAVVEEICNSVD
#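 Assay system: Wild-type mouse ABHD4 protein | Medium: HEPES pH 7.0 buffer, 150 mM NaCl, 0.01% Pluronic F-127 | Incubation: Enzyme–compound pre-incubation 45 min, then probe 60 min, both 25 °C | Technique: Fluorescence polarization with parallel and perpendicular emission, 525/598 nm | Evaluation: % inhibition of FP-Rh probe binding versus controls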
# TDP2 absorb: human TDP2 enzyme inhibitors, primary screen, biochemical, epi absorbance, recombinant enzyme. T5PNP hydrolysis, p-nitrophenol absorbance 415 nm. Tyrosyl-DNA phosphodiesterase 2 (Homo sapiens), O95551. 0.34% of 370,000 active. AID 720702, 2013. inhibition, % at 12.8 µM;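 active = inhibition above the mean of all tested compounds plus 3 SD, set per campaign, cut at about 25% in these data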;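 also: 0% = DMSO with enzyme and 100% = buffer with substrate but no TDP2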
# Target sequence (O95551 whole entry, looked up): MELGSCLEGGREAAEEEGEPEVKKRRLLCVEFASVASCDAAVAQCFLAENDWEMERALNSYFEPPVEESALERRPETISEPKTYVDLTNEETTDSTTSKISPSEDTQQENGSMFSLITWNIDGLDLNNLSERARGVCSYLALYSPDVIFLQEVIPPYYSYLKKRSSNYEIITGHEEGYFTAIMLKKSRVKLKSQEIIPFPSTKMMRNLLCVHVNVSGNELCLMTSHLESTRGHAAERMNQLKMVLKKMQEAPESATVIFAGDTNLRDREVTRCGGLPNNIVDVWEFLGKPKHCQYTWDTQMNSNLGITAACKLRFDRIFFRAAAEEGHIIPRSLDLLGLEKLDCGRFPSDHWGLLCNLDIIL
#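 System – recombinant human TDP2 · Quantity – TDP2 enzyme at 120 nM final · Doses – single concentration, 12.8 µM nominal, with 1% DMSO · Incubation – 2 h at 37 °C · Measured by – epi absorbance of p-nitrophenol freed from T5PNP by hydrolysis · Read-out – % inhibition relative to enzyme-containing and enzyme-free wells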
# rCAG RNA binder: binders of r(CAG) RNA repeats, primary screen, biochemical, fluorescence | r(CAG) RNA repeat, TO-PRO-1 dye displacement fluorescence | 1.3% of 370,000 active | inhibition, % at 3 µM | AID 651821, 2012;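 active = inhibition above the plate cutoff, the mean of all test compounds on that plate plus 3 SD, cut at about 35% in these data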;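 also: 0% = DMSO alone and 100% = 100 µM mitoxantrone as full dye displacement; higher means more dye released from RNA so lower well fluorescence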
# GC-B act: human GC-B receptor activators, primary screen, HEK293 GC-B cells, cGMP TR-FRET, EC30 CNP; Atrial natriuretic peptide receptor 2 (Homo sapiens), P20594; 0% at EC30 CNP, 100% saturating CNP; activation, % at 10 µM; 0.11% of 370,000 active;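 active = activation at 10 µM reaching about 35% in either raw or pattern-adjusted values, limit read from the data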
# SIAE inh: human SIAE inhibitors, primary screen, biochemical, fluorescence polarization, FP-Rh probe, 1536-well HTS | inhibition, % at 9.66 µM | Sialate O-acetylesterase (Homo sapiens), Q9HAT2 | 0.69% of 370,000 active | SIAE FP-Rh probe binding;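 active = inhibition above a cutoff: mean of compounds within the control limits plus 3 SD of those, cut at about 17% in these data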;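 also: 0% = plate median of compound wells and 100% = probe without SIAE protein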
# * marks the source's active call; other numbers are inactive results; · = not tested or not shown. Not all compounds are listed; the hit share may differ from the screen's.
SMILES,LEDGF integ inh,TCR CD3 inh,PRMT1 FP inh,HTRA1 inh,MBD2 DNA inh,ABHD4 inh,TDP2 absorb,rCAG RNA binder,GC-B act,SIAE inh
C(=C\c1ccncc1)/c1ccncc1,-0.9,0.9,2.3,3.7,-1.1,2.5,-3.3,-1.9,0.0,3.0
Cc1noc(C)c1S(=O)(=O)N1CCCCC1c1cc(C(=O)Nc2cccc3c2CCCC3)no1 (stereo not given),-1.9,-0.6,3.0,·,-1.1,-12.7,3.0,8.9,4.6,-3.9
Cc1cccn2c(=O)c3cc(C(=O)NCC4CCCO4)c(=N)n(Cc4cccnc4)c3nc12 (stereo not given),-0.7,0.2,1.2,-0.8,-8.7,10.2,-15.4,2.5,3.5,-3.7
CC1CCCCN1CCNC(=O)c1cc2c(-c3ccccc3F)nn(C)c2s1 (stereo not given),0.0,-3.6,1.5,-10.7,3.8,3.0,1.1,8.8,1.3,-7.1
CCOC(=O)N1CCN(CCC(=O)Nc2ccc(C)c(Br)c2)CC1,2.3,7.5,-1.0,-7.2,-3.7,-4.2,-9.4,-5.5,1.1,2.1
CCOC(=O)C1CCN(C(=O)CCc2nnc3ccc(NCCCN4CCCC4=O)nn23)CC1,-1.9,8.6,0.2,7.0,0.5,1.7,-10.4,-5.3,4.3,-16.4
CNC(=O)c1ccccc1Nc1ccc(SC(F)F)cc1,-0.4,-2.6,-0.8,-3.1,-2.1,-0.2,15.6,-4.7,-4.7,4.9
CC1(C)CC(CC(=O)NNc2nc(-c3ccccc3)cs2)C(=O)O1 (stereo not given),-3.6,8.1,6.0,1.3,-1.6,3.0,-5.4,9.7,3.1,2.3
CCCCOC(=O)C(C)Nc1n[nH]c(=S)[nH]c1=O (stereo not given),1.1,-11.7,6.8,·,12.6,0.2,0.3,0.9,-1.4,7.6
Cc1nc(CSc2nsc(/C=C/N(C)C)c2C#N)cs1,-0.2,-19.3,-1.8,-35.0,1.9,7.4,-6.5,56.5*,6.4,2.0
CCOc1ccc(C2(C)CC(=O)N(C)C2=O)cc1 (stereo not given),-4.1,4.5,-3.9,6.5,0.8,9.4,5.7,-1.4,-0.5,-1.3
O=C(CSc1ccc(F)cc1)NC12CC3CC(CC(C3)C1)C2,-1.6,-1.4,10.7,-3.5,1.5,-10.5,-12.3,-4.8,4.0,-5.3
CCCCCCCCCn1cc(C(C)=O)c(=O)[nH]c1=O,-3.9,1.3,2.5,6.5,1.0,-4.3,-8.2,-0.1,-3.5,-1.0
Cc1occc1C(=O)N(C)Cc1nc(-c2ccc(Cl)cc2)no1,2.8,-0.4,2.2,0.1,2.1,-9.4,7.6,5.6,2.7,-0.4
CCOC(=O)c1cccc(NC(=O)c2cccnc2)c1,1.4,6.2,0.9,1.3,0.6,12.9,-5.0,-1.6,3.6,1.8
COC(=O)c1ccc(O)c(Sc2cc(C(=O)OC)ccc2O)c1,-0.1,1.7,2.1,16.7,-2.1,5.2,2.4,11.3,7.3,12.9
O=S(=O)(c1ccc(Br)s1)N1CCN(c2ccc(F)cc2)CC1,-2.5,-9.0,7.3,-14.6,-2.6,-6.9,0.1,3.4,0.0,-1.9
O=C(CSC1CC(=O)N(c2ccc(C(=O)O)cc2)C1=O)Nc1ccc(Cl)cc1 (stereo not given),-1.2,4.9,38.5*,8.5,4.2,4.8,-0.9,6.6,0.5,-4.9
COC(=O)C1CCN(C(=O)Cc2ccc(OC)c(OC)c2)CC1,1.0,-0.9,1.8,4.3,-1.7,-5.6,10.8,-1.3,0.1,1.8
O=C(OCc1cc(=O)n2cc(Br)ccc2n1)c1ccc(Cl)c(S(=O)(=O)NCc2ccccc2)c1,-1.6,0.1,3.1,-8.7,4.8,-1.0,-11.1,1.2,17.0,-2.1
O=C(C(=O)N1CCN(c2ccccc2F)CC1)c1ccccc1,3.1,3.8,6.6,·,9.5,-6.2,-5.4,-0.5,-3.1,4.6
CCOc1cc(CCNC(=O)c2cc3ccsc3n2C)ccc1OC,3.2,·,-0.5,·,-1.1,2.7,-5.0,1.4,-0.4,3.2
CCCNc1ncnc2[nH]ncc12,7.2,-4.1,-3.9,2.6,-0.8,1.1,-2.8,0.8,-7.0,-2.8
COc1ccc(N2CCN(CC(=O)c3c(C)n(C)c4ccc(OC)cc34)CC2)cc1,-1.7,3.9,3.2,·,3.3,6.2,6.4,-1.5,-20.1,2.2
Cc1ccc(CCNC(=O)Cc2ccc(NC3=NC4CS(=O)(=O)CC4S3)cc2)cc1 (stereo not given),3.6,0.8,-1.2,3.2,0.1,6.7,-8.5,2.4,1.1,-2.5
Cc1ccc(S(=O)(=O)N2C(=O)CCC2C(=O)N2CCCCC2)cc1 (stereo not given),-6.9,-3.1,4.3,-2.0,1.6,1.3,8.0,-1.3,-2.6,-4.0
O=C(Nc1ccc(Br)cc1)c1cccc(-n2cnnn2)c1,-1.1,11.2,0.2,-10.3,0.0,-5.5,0.7,3.4,-2.3,-1.8
CCOC(=O)C(CCCOc1ccccc1)C(=O)OCC,0.3,4.9,-2.4,0.7,-5.4,-3.6,-7.2,1.2,-9.6,4.4
COc1cccc(NC(=O)c2cc(-c3ccc(OC)cc3OC)nc3ccccc23)c1,0.3,-2.1,14.1,·,-0.3,-40.3,-7.4,10.2,2.5,-24.4
Cc1cccc(-n2c(C)nc3cc(C(=O)NCC4CCCO4)ccc32)c1 (stereo not given),1.7,7.1,-2.9,10.8,3.1,2.3,-2.2,-4.8,3.5,3.9
Cc1cccc(Cn2cc(COC(=O)NCCc3c[nH]c4ccccc34)nn2)c1,-5.0,·,-0.3,·,-4.6,-2.9,-3.8,5.3,-1.8,0.3
c1ccc(C2OCCN2c2ccccc2)cc1 (stereo not given),-0.5,2.5,-1.0,-1.4,1.8,4.9,-4.9,2.3,3.3,4.0
Cc1ccc(NS(=O)(=O)c2ccc(C(=O)OCC(=O)NCC3CCCO3)cc2)cc1 (stereo not given),-4.8,-4.8,-0.1,-7.3,1.1,-3.1,0.9,5.5,3.5,-5.3
Cc1ccc(C)c(NC(=O)[C@@H]2CCCN2S(=O)(=O)c2ccccc2F)c1,5.6,0.8,-3.0,1.2,-7.6,-4.4,4.0,3.6,-1.6,12.6
Cc1nc2sc(C(c3ccco3)N3CCN(C(c4ccccc4)c4ccccc4)CC3)c(O)n2n1 (stereo not given),5.5,5.0,23.9*,-32.5,2.9,9.4,12.6,12.8,-0.3,2.3
COc1ccc(C(C(=O)NC2CCCC2)N(Cc2ccc(F)cc2)C(=O)c2ccn[nH]2)cc1OC (stereo not given),-1.6,2.7,-3.4,-4.0,1.9,-4.2,-6.2,-6.9,1.1,8.4
CCOc1ccccc1NC(=O)c1cccc(NC2=NC3CS(=O)(=O)CC3S2)c1 (stereo not given),5.2,-7.4,-4.5,3.8,-2.2,-2.9,-15.6,6.4,-8.8,-7.0
c1ccc(-c2nc3ccccc3c3nc4ccccc4n23)cc1,-0.2,5.2,-0.8,-19.5,-2.5,-6.2,-10.8,5.8,-0.5,-4.2
CC(=O)c1ccc([N+](=O)[O-])c(CS(=O)(=O)c2ccccc2)c1,3.6,5.2,-2.4,4.2,-0.1,-1.9,1.5,-1.5,-4.9,-0.2
COc1ccc(-c2cc(C(=O)Nc3c(Cl)cc(Cl)cc3Cl)c3ccccc3n2)cc1OC,-1.1,1.7,-3.9,-0.1,5.0,2.0,6.8,2.6,2.7,-5.1
Cn1ccc2c(N3CCCCCC3)cc3c(c21)C1CCC3O1 (stereo not given),11.0,21.5*,4.0,·,-7.2,12.7,1.6,5.8,-9.9,7.9
COC(=O)[C@]12C[C@H](CC(=O)NCc3ccccc3)C(=O)N(Cc3ccccc3)C1=C[C@H](C(C)C)O[C@@H]2C1CC1,2.3,8.5,0.1,·,-8.0,5.9,0.8,1.3,-0.7,4.6
O=C(CN1CCCc2ccccc21)Nc1cc(S(=O)(=O)N2CCCC2)ccc1Cl,-0.7,1.7,1.5,-11.3,8.1,4.3,3.1,7.0,0.7,6.7
c1ccc2oc(-c3[nH]ncc3CN3CCSCC3)cc2c1,-0.4,4.5,0.8,-6.3,-4.8,2.5,2.0,-1.1,-0.7,-3.8
COc1ccc(CSCC(=O)Nc2ccccc2SC)cc1,2.0,1.2,-1.0,6.0,-4.6,-2.0,6.0,-0.8,3.4,-2.5

# Full records as entered above.
# `COc1ccc(C(C(=O)NC2CCCC2)N(Cc2ccc(F)cc2)C(=O)c2ccn[nH]2)cc1OC` (stereo not given) in the list: LEDGF integ inh: -1.6; TCR CD3 inh: 2.7; PRMT1 FP inh: -3.4; HTRA1 inh: -4.0; MBD2 DNA inh: 1.9; ABHD4 inh: -4.2; TDP2 absorb: -6.2; rCAG RNA binder: -6.9; GC-B act: 1.1; SIAE inh: 8.4
# `Cc1ccc(NS(=O)(=O)c2ccc(C(=O)OCC(=O)NCC3CCCO3)cc2)cc1` (stereo not given) in the list: LEDGF integ inh: -4.8; TCR CD3 inh: -4.8; PRMT1 FP inh: -0.1; HTRA1 inh: -7.3; MBD2 DNA inh: 1.1; ABHD4 inh: -3.1; TDP2 absorb: 0.9; rCAG RNA binder: 5.5; GC-B act: 3.5; SIAE inh: -5.3

# (next part)
SMILES,LEDGF integ inh,TCR CD3 inh,PRMT1 FP inh,HTRA1 inh,MBD2 DNA inh,ABHD4 inh,TDP2 absorb,rCAG RNA binder,GC-B act,SIAE inh
CCN1C2=NCCCN2c2cc(C)c(C)cc21,-1.1,-1.9,-2.7,0.8,1.1,-9.4,-1.1,5.2,-1.7,-3.4
COCCn1c(N)c(N(Cc2ccccc2)C(=O)CSCC(=O)Nc2ccc(C)cc2)c(=O)[nH]c1=O,2.3,5.2,-3.5,6.1,1.7,-0.5,-1.8,-4.3,-2.3,-5.0
CC(C)CNCC(=O)N1c2ccccc2Sc2ccccc21,-2.3,-1.0,-0.8,-1.2,0.3,8.0,3.6,-7.9,-21.4,-0.9
O=Cc1ccccc1-c1cn(CCCOCc2ccccc2)nn1,-1.7,1.5,-4.0,-9.2,2.4,6.4,5.0,-5.5,1.9,9.6
Cc1ccc(C)c(-c2csc(NC(=O)c3cnccn3)n2)c1,-2.9,4.7,-3.8,-6.7,-1.4,0.6,2.3,-1.9,-3.3,-2.2
CCOC(=O)Cc1csc(NS(=O)(=O)c2cccc([N+](=O)[O-])c2)n1,-2.2,-7.0,-1.0,7.5,3.8,3.0,-5.3,9.1,6.8,7.8
